# Nrf2 ARE act – qHTS of Nrf2 Activators; Potency, µM (top dose mostly 46.1 µM), inactives show at the highest dose activation, usual class: activators; AREc32 ARE-luciferase reporter (MCF7-derived line), luminescence, 24 h; 0.31% of 410,000 active; AID 624171, 2012; further: % of control where 0% means no effect; nearly all actives have a fitted effect of over 65% in size
#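 AREc32_Fluc, 1000 cells/well, OPTI-MEM + 5% FBS, o/n 37 deg C 5% CO2; 23 nL cpd by pin tool, 24 hr; Steady-Glo 30 min RT, luminescence.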
# A549 tox – Nrf2 qHTS screen for inhibitors: counterscreen for cytotoxicity | Potency, µM (top dose mostly 46 µM), for the others: top-dose activity change, negative = cytotoxicity, actives largely listed as inhibitors | 0.16% of 390,000 active | A549 ARE-Fluc cells, CellTiter-Fluor viability, 18-24 h; further: on the % scale 0 is the no-effect control and ±100 the full control effect
#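 Cytotoxicity counterscreen: CellTiter-Fluor fluorescence was measured in A549 ARE_Fluc cells after 18-24 h of compound exposure in a concentration series. The subsequent BugLite luminescent read reports ARE-luciferase activity.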
# TGFb inhibitor – qHTS for Inhibitors of TGF-b; HepG2 CAGA-GFP TGF-b/SMAD3 reporter, GFP fluorescence, 18 h; TGF-beta stimulated, 500 pg/mL final; Potency, µM (series often up to 46.1 µM), for inactives: at the highest dose activity, negative = inhibition, usual class: inhibitors; 1.2% of 410,000 active; AID 588855, 2011; further: on the % scale 0 is the no-effect control and ±100 the full control effect; nearly all actives have a fitted effect of over 65% in size
#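 Using HEPG2 CAGA-GFP reporter cells at 1000 cells/well, we pinned test compounds, stimulated with recombinant TGF-beta (500 pg/mL final) and measured total well GFP after 18 h.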
# * hit, by the source's call; ? = inconclusive. The call rests on the fitted dose curve; in most records, active means well fitted curve in the direction sought with a large enough effect; inconclusive means small, poorly fitted or top-dose-only effect, or another doubt; inactive means no such curve, though single readings can be large; an effect the other way counts as inactive or inconclusive. Potency means the concentration at half of the fitted maximal effect. These rows are one share of the data, so the mix of outcomes need not match the whole.
# Each structure is followed by: Nrf2 ARE act, A549 tox, TGFb inhibitor
> COc1ccc(OC)c2sc(N3CCN(C(=O)CCS(=O)(=O)c4ccc(F)cc4)CC3)nc12
    11.1%, -12.1%, -10.3%
> COc1ccc(NS(=O)(=O)c2ccc3[nH]c4c(c3c2)CCCCCC4)cc1
    0.8%, ?, ?
> Cc1ccc(C)c(NC(=O)CSc2ccc3nc(-c4ccccc4)cn3n2)c1
    5.6%, 5.9%, 12.7%
> Cc1c(C(=O)NCc2ccccc2)sc2nc[nH]c(=O)c12
    -0.3%, 2.3%, 20.0%
> CC(=O)c1ccc(S(=O)(=O)Nc2ccc(-c3cn4c(C)csc4n3)cc2)cc1
    3.2%, 3.1%, -7.9%
> Cc1cccc(CC(=O)NCc2nc3cccnc3n2Cc2ccc(F)cc2)c1
    0.7%, 0.0%, ?
> COc1ccc(NC(=O)c2cc(S(=O)(=O)N3CCCC(C)C3)cn2C)c(OC)c1 (stereo unspecified)
    -1.1%, 12.3%, 3.2%
> NS(=O)(=O)c1ccc(CCNc2ncnc3c2cnn3-c2cccc(Cl)c2)cc1
    0.8%, -2.0%, ?
> COc1ccc(-c2nc3n(n2)C(c2ccc(OC)c(OC)c2)C(C(=O)Nc2cccnc2)=C(C)N3)cc1 (stereo unspecified)
    0.2%, 1.6%, 1.9%
> O=C(Cn1c(SCC(=O)Nc2ccc(F)cc2)nc2ccccc21)NCc1ccccc1Cl
    0.6%, -3.6%, ?
> CCC(=O)N1CCc2cc(Br)cc(S(=O)(=O)N3CCC(C(=O)Nc4ccc(OC)cc4)CC3)c21
    3.6%, 3.7%, ?
> CCOc1ccc(CCNC(=O)c2cc(=O)[nH]c3ccc(S(=O)(=O)N4CCCCC4)cc23)cc1OCC
    -0.6%, 2.8%, 0.5%
> COc1ccccc1N1CCN(c2ncc3c(n2)CCN(Cc2ccccc2F)C3)CC1
    -0.2%, -0.9%, -15.2%
> Cc1ccc(C)c(NC(=O)CSc2ncc(S(=O)(=O)c3ccc(C)c(Cl)c3)c(=O)[nH]2)c1
    -1.8%, 11.6%, 5.2%
> COc1ccccc1CNC(=O)CCn1cnc2ccccc2c1=O
    0.0%, 2.0%, -25.7%

# Remaining list, next part
# Each structure is followed by: Nrf2 ARE act, A549 tox, TGFb inhibitor
> Cc1ccc(S(=O)(=O)N2CCCc3cc(NS(=O)(=O)c4ccc(C)c(C)c4)ccc32)cc1
    1.2%, -14.2%, ?
> COc1ccccc1CNC(=O)c1ccc(N2CCCC2)c(NC(=O)NCc2ccc(F)cc2)c1
    1.9%, 1.1%, 10.4%
> CCOc1ccccc1NC(=O)CSc1nnc2[nH]c(=O)cc(C)n12
    2.5%, 0.7%, -8.5%
> O=C(CSC1=Nc2ccccc2C2=NC(Cc3ccccc3)C(=O)N12)Nc1ccccc1C(F)(F)F (stereo unspecified)
    5.6%, -8.8%, 0.4%
> Cc1c(-c2ccc(Cl)cc2)c(=O)oc2c(CN3CCOCC3)c(O)ccc12
    1.0%, -0.4%, ?
> O=C(Nc1ccc(F)cc1F)c1cc2nc(-c3ccco3)cc(C(F)(F)Cl)n2n1
    -0.2%, 8.8%, 17.7%
> CCOc1ccc(S(=O)(=O)Nc2cccc(-c3ccc(N4CCCC4)nn3)c2)cc1
    8.2%, -1.2%, -29.3%
> CCOc1ccc(OC(=O)c2c(-c3ccccc3Cl)noc2C)cc1
    1.2%, 15.1%, -7.7%
> Cc1ccc(C)c(N2CCN(C(=O)CN3CCSc4ccc(S(=O)(=O)N(C)C)cc43)CC2)c1
    0.5%, -19.4%, -17.7%
> O=C(CSc1nccn1-c1ccc(F)cc1)Nc1ccc(OC(F)(F)F)cc1
    -0.1%, -3.3%, -21.1%
> CC(C)c1cnc2c(c1SCC(=O)c1ccc(Cl)cc1)c(=O)n(C)c(=O)n2C
    12.6%, 2.9%, -27.7%
> Cc1cccc(C(=O)Nc2ccc(C(=O)OCc3cc(=O)n4nc(CC(C)C)sc4n3)cc2)c1
    0.6%, -4.9%, 3.4%
> Cc1nn(CC(=O)NCc2ccc(N(C)C)cc2)c(=O)c2c(C)n(-c3ccc(Cl)cc3)nc12
    -0.1%, -7.2%, 0.0%
> Oc1c(C(c2ccc(F)cc2)N2CCCC2)sc2nc(-c3ccco3)nn12 (stereo unspecified)
    10.9%, 0.0%, -25.1%
> O=C(CSc1nccn1-c1ccc(F)cc1)Nc1cccc2ccccc12
    0.3%, -0.3%, -19.8%

# Reprinted at random: four compounds from above, in no set order.
# Each structure is followed by: Nrf2 ARE act, A549 tox, TGFb inhibitor
> COc1ccc(-c2nc3n(n2)C(c2ccc(OC)c(OC)c2)C(C(=O)Nc2cccnc2)=C(C)N3)cc1 (stereo unspecified)
    0.2%, 1.6%, 1.9%
> CCOc1ccc(CCNC(=O)c2cc(=O)[nH]c3ccc(S(=O)(=O)N4CCCCC4)cc23)cc1OCC
    -0.6%, 2.8%, 0.5%
> COc1ccc(OC)c2sc(N3CCN(C(=O)CCS(=O)(=O)c4ccc(F)cc4)CC3)nc12
    11.1%, -12.1%, -10.3%
> CCOc1ccc(S(=O)(=O)Nc2cccc(-c3ccc(N4CCCC4)nn3)c2)cc1
    8.2%, -1.2%, -29.3%

# (continued)
# Each structure is followed by: Nrf2 ARE act, A549 tox, TGFb inhibitor
> CC(=O)c1ccc(NC(=O)CSc2nccn2Cc2ccco2)cc1
    0.0%, -1.3%, 5.6%
> COc1ccc(OC)c(NC(=O)CN2C(=O)CCc3cc(S(=O)(=O)N4CCCCC4)ccc32)c1
    5.1%, -0.4%, ?
> COc1ccc(-c2cn3nc(N4CCCC(C(=O)NCc5ccc(Cl)cc5)C4)sc3n2)cc1 (stereo unspecified)
    0.4%, -1.5%, -17.3%
> COc1ccc(S(=O)(=O)N(CC(=O)Nc2ccccc2Cl)Cc2ccccc2)cc1
    2.6%, 0.3%, 3.4%
> Cc1ccc(-n2ncc3c(N(C)Cc4ccccc4)ncnc32)cc1
    0.7%, -0.1%, 13.5%
> CCCOc1ccc(C2C(=O)N(C3CCC(C)CC3)CC(=O)N2Cc2cccc(OC)c2)cc1OC (stereo unspecified)
    2.0%, 4.9%, -0.5%
> CCOc1ccccc1Nc1ncnc2c1cnn2-c1ccc(C)cc1
    0.5%, 0.4%, 24.0%
> COc1ccc(CNc2ncnc3c2cnn3-c2ccc(C)c(C)c2)cc1
    1.1%, 6.4%, 3.1%
> CCc1ccc(NC(=O)c2nn(-c3ccc(C)cc3)c(=O)n(C)c2=O)cc1
    0.1%, 9.3%, -14.4%
> Cc1ccc(CNS(=O)(=O)c2cc(C(=O)Nc3ccc(C(C)C)cc3)ccc2F)cc1
    0.4%, -11.6%, ?
> O=C(NCC(c1ccc2c(c1)OCO2)N1CCN(c2ccccc2)CC1)c1ccccc1F (stereo unspecified)
    1.0%, 0.8%, -1.9%
> CCCOc1cccc(C(=O)Nc2cccc3cccnc23)c1
    ?, 20.5%, 3.2%
> Fc1ccc(Nc2nc(SCc3ccccc3Cl)nc3ccccc23)cc1
    -0.6%, ?, 17.8µM*
> Cc1ccc(Cl)cc1NC(=O)c1oc2ccc(S(=O)(=O)N3CCC4(CC3)OCCO4)cc2c1C
    -1.3%, -1.7%, -8.7%
> CCN1CCN(c2ncnc3c2cnn3-c2cc(Cl)ccc2C)CC1
    2.6%, -14.6%, 11.5%

# Full records, looked up by structure. Values in the order: Nrf2 ARE act | A549 tox | TGFb inhibitor
# COc1ccc(CNc2ncnc3c2cnn3-c2ccc(C)c(C)c2)cc1 is listed as 1.1% | 6.4% | 3.1%
# CCOc1ccccc1Nc1ncnc2c1cnn2-c1ccc(C)cc1 is listed as 0.5% | 0.4% | 24.0%
# CC(=O)c1ccc(NC(=O)CSc2nccn2Cc2ccco2)cc1 is listed as 0.0% | -1.3% | 5.6%
# Cc1ccc(Cl)cc1NC(=O)c1oc2ccc(S(=O)(=O)N3CCC4(CC3)OCCO4)cc2c1C is listed as -1.3% | -1.7% | -8.7%
# COc1ccc(OC)c(NC(=O)CN2C(=O)CCc3cc(S(=O)(=O)N4CCCCC4)ccc32)c1 is listed as 5.1% | -0.4% | ?

# (continued)
# Each structure is followed by: Nrf2 ARE act, A549 tox, TGFb inhibitor
> COC(=O)c1ccc(Cl)cc1NC(=O)N(C)CCc1c(C)nn(C)c1C
    6.4%, 6.9%, -18.1%
> COC(=O)c1ccccc1NC(=O)N1CCc2c(sc3c2CCCC3)C1c1ccc(F)cc1 (stereo unspecified)
    -0.3%, ?, -1.8%
> CCc1cccc(C)c1NC(=O)C1CCN(S(=O)(=O)c2c(C)noc2/C=C/c2c(C)cc(C)cc2C)CC1
    -0.5%, -0.5%, -3.4%
> COc1ccc(C)cc1-n1cnc2cc(C(=O)NC3CCCC3)ccc21
    0.2%, 20.8%, -2.7%
> CCC(=O)N1c2ccccc2CC1C(=O)NCc1cc(OC)ccc1OC (stereo unspecified)
    0.4%, 7.9%, -7.4%
> Cc1cccc(NC(=O)CCn2nc(-c3ccccc3)c3ccccc3c2=O)c1
    -0.4%, 3.8%, ?
> CCOc1ccccc1Nc1sc(C(=O)c2ccccc2)c(N)c1C(=O)Nc1ccc(F)cc1
    2.2%, -8.1%, 14.1µM*
> COc1ccc(C(=O)Nc2ccc(C(=O)OCc3cc(=O)n4nc(C(C)C)sc4n3)cc2)cc1
    -0.4%, 1.9%, -4.3%
> O=C(c1cccs1)N1CCCc2cc(NS(=O)(=O)c3cc(F)ccc3F)ccc21
    -0.6%, -1.0%, -24.7%
> CC(=O)Nc1ccc(NC(=O)CSc2nccn2Cc2ccc3c(c2)OCO3)cc1
    0.2%, -12.0%, ?
> COc1ccc(C)c2sc(N(Cc3cccnc3)C(=O)COc3ccccc3)nc12
    4.4%, -1.0%, -20.3%
> CC(C)c1nn2c(=O)cc(COC(=O)c3ccc(NC(=O)c4cccs4)cc3)nc2s1
    -0.1%, -1.4%, 15.3%
> COc1ccc(Cl)cc1NC(=O)c1c(NCc2ccc(C)o2)sc2c1CCC(C)C2 (stereo unspecified)
    8.6%, 1.6%, -14.2%
> CC(NC(=O)CCCC1=NS(=O)(=O)c2ccccc2N1)c1ccccc1 (stereo unspecified)
    -0.3%, 3.7%, ?
> CCC(CC)C(=O)Nc1cccc(-c2cn3cccnc3n2)c1
    1.9%, -5.6%, 0.0%

# Given with bars between the fields: entries from further up
mol | Nrf2 ARE act | A549 tox | TGFb inhibitor
CC(C)c1nn2c(=O)cc(COC(=O)c3ccc(NC(=O)c4cccs4)cc3)nc2s1 | -0.1% | -1.4% | 15.3%
COc1ccc(Cl)cc1NC(=O)c1c(NCc2ccc(C)o2)sc2c1CCC(C)C2 (stereo unspecified) | 8.6% | 1.6% | -14.2%

# Next section:
# Each structure is followed by: Nrf2 ARE act, A549 tox, TGFb inhibitor
> CC(C)(Oc1ccc(Cl)cc1)C(=O)Nc1nnc2n1CCS2
    -1.1%, 3.5%, 11.5%
> Cc1cc(S(=O)(=O)Nc2ccc3[nH]c(=O)sc3c2)ccc1F
    5.5%, -0.8%, -19.5%
> O=C(NC1(C(F)(F)F)C(=O)Nc2c1c(=O)[nH]c(=O)n2-c1ccccc1)c1ccccc1Cl (stereo unspecified)
    -0.6%, 8.2%, -0.7%
> CCCSCCCNC(=O)c1ccc(C)c(NC(=O)c2nsc3ccccc23)c1
    0.7%, -9.4%, ?
> COc1cc2c(cc1OC)C(CC(=O)O)N(C(=O)Nc1cc(OC)c(OC)c(OC)c1)CC2 (stereo unspecified)
    -0.7%, 0.9%, 3.3%
> O=C(Cc1ccccc1)Nc1cccc(-c2cn3cccnc3n2)c1
    4.4%, 12.4%, -13.0%
> Cc1cc(C)c(NC(=O)CSc2n[nH]c(-c3ccccc3Cl)n2)c(C)c1
    0.0%, -11.5%, 10.2%
> Cc1cccc(NC(=O)c2nc(S(C)(=O)=O)ncc2Cl)c1
    -5.1%, ?, 7.94µM*
> CCOC(=O)Cn1c(=O)n(CC2CCCO2)c2nc(-c3ccc(CC)cc3)nc(C(N)=O)c21 (stereo unspecified)
    2.1%, -2.2%, -0.4%
> Cc1ccc(C)c(NC(=O)CN2CCSc3ccc(S(=O)(=O)N4CCCC4)cc32)c1
    0.5%, -9.2%, -10.3%
> Cc1c(Cl)cccc1NC(=O)C(=O)NCCc1csc(-c2ccc(C(F)(F)F)cc2)n1
    -1.3%, -2.4%, -11.6%
> CCOC(=O)C1CCCN(c2cc(C)nc3c(-c4ccccc4OC)c(C)nn23)C1 (stereo unspecified)
    -0.7%, 10.9%, ?
> COC(=O)c1cccc(Nc2c(-c3ccc(O)cc3)nc3nc[nH]n23)c1
    4.2%, 0.3%, 4.7%
> O=C(CSc1nc2c([nH]c3ccccc32)c(=O)n1-c1ccc(F)cc1)NCc1ccccc1
    -0.9%, -5.4%, -3.2%
> Cc1ccc(C)c(S(=O)(=O)NCC(c2ccco2)S(=O)(=O)c2ccc(F)cc2)c1 (stereo unspecified)
    15.0%, 5.0%, 11.2µM*
> CCC(=O)Nc1ccccc1C(=O)OCc1cc(=O)n2cc(C)sc2n1
    0.4%, -4.6%, -6.5%
> COc1ccc(OC)c(NC(=O)N2CCN(Cc3nc4ccc(C)cc4o3)CC2)c1
    0.2%, 2.8%, -25.5%
